# TRb SRC2 PPI = disrupts binding of human TR beta to SRC2; Potency, µM (doses to about 106 µM), inactives show top-dose activity change, negative = inhibition, actives largely listed as inhibitors; P10828; 280,000 tested, 0.065% active; TRbeta-SRC2 peptide binding, fluorescence polarization; receptor liganded with 1 µM T3;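 further: potency means the concentration at half of the fitted maximal effect; plate controls were bound peptide for no effect and peptide without receptor for full effect; nearly all actives have a fitted effect of over 50% in size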
# Target sequence (P10828 whole entry, looked up): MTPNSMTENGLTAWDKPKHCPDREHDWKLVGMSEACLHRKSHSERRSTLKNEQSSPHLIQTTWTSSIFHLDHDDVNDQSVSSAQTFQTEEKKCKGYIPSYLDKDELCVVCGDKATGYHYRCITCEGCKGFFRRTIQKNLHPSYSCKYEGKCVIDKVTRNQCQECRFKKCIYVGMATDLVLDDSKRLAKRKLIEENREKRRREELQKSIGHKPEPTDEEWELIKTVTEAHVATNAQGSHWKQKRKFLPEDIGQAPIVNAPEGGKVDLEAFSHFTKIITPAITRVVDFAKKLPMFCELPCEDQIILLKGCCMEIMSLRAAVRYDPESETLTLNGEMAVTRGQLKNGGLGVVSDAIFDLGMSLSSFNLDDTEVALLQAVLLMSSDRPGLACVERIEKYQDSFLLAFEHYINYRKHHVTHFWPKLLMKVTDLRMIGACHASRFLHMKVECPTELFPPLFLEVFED
#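 A fluorescence polarization screen tested compounds at multiple concentrations against complex formation between 0.6 uM TRb ligand-binding domain and 20 nM Texas Red SRC2 peptide, with 1 uM T3 present; readout after 5 hr.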
# TexasRed fluor = Texas Red fluorescence interference in TRb-SRC2 counter-screen | TRb/SRC2 Texas Red total fluorescence interference | Potency, µM (series often up to 106 µM), inactives show top-dose fluorescence change, negative = quenching | 280,000 tested, 0.29% active | AID 1479; active means well fitted curve in either direction with a large enough effect; inconclusive means small, poorly fitted or top-dose-only effect; further: potency means the concentration at half of the fitted maximal effect; on the % scale 0 is the no-effect control and ±100 the full control effect
#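 Flags fluorescent or light-absorbing compounds by total fluorescence, S + 2P, at 555 nm excitation and 632 nm emission. Mixture: 20 nM Texas Red SRC2 peptide, 0.6 uM human TRb LBD, 1 uM T3, 5% DMSO; compound exposure 5 h at ambient temperature.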
# Tau fibril FP = tau fibrillization inhibition (FP) | P10636 | K18 P301L tau heparin fibrillization, Alexa594 FP, 6 h | Potency, µM (doses to about 57.7 µM), inactives show at the top dose activity, negative = inhibition, hits mostly inhibitors | 280,000 tested, 0.39% active; further: potency means the concentration at half of the fitted maximal effect; on the % scale 0 is the no-effect control and ±100 the full control effect; nearly all actives have a fitted effect of over 55% in size
# Target sequence (P10636 561-689 P618L limits assumed): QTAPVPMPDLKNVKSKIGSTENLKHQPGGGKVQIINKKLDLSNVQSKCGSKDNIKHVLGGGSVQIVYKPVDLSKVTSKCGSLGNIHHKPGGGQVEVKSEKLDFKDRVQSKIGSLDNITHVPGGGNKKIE
#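 Human K18 P301L fragment (15 uM unlabeled plus 0.24 uM Alexa 594-labeled) in 100 mM sodium acetate pH 7 with compound, aggregation induced by 20 uM heparin for 6 hr at 37 C. ThT (30 uM) added for 1 hr, then Alexa 594 FP read.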
# NPSR antagonist = antagonists of human neuropeptide S receptor cAMP signaling | Q6W5P4 | CHO-NPSR cells, cAMP TR-FRET, antagonist mode | 220,000 tested, 1% active | Potency, µM (series often up to 38.3 µM), inactives show at the highest dose activity change, negative = inhibition, hits mostly inhibitors | AID 1461; further: potency means the concentration at half of the fitted maximal effect; on the % scale 0 is the no-effect control and ±100 the full control effect; nearly all actives have a fitted effect of over 50% in size; many of its hits are not listed in these tables
# CBFb-RUNX1 inh = CBF-beta/RUNX1 interaction disruption. Potency, µM (series often up to 59.8 µM), for the others: top-dose activity, negative = inhibition, actives largely listed as inhibitors. 230,000 tested, under 10 active. Q01196+Q13951. AlphaScreen CBFb-His/RUNX1-biotin binding, biochemical; further: % of control where 0% means no effect
#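 Compounds were screened at multiple concentrations against a preformed CBF-beta(His)/RUNX1(biotin) complex (30 nM of each) for 15 min at room temperature, followed by 90 min with nickel and streptavidin beads and AlphaScreen reading.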
# Tau fluor counter = counter-screen for tau fibril formation inhibitors; AID 1463; tau K18 P301L (four-repeat tau fragment) Alexa594 fluorescence, heparin fibrillization; Potency, µM (highest dose often 57.7 µM), inactives show top-dose activity change, negative = decrease; 280,000 tested, 0.93% active; further: potency means the concentration at half of the fitted maximal effect; on the % scale 0 is the no-effect control and ±100 the full control effect; nearly all actives have a fitted effect of over 55% in size
#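 Human K18 P301L tau (15 uM unlabeled plus 0.24 uM Alexa 594-labeled, final) in 100 mM sodium acetate pH 7 was mixed with compound and 20 uM heparin and incubated 6 hr at 37 C.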
# Epigenetic reg = regulators of epigenetic silencing causing reporter derepression in mouse cells. murine LDR cells, GFP reporter derepression, 30 h. 280,000 tested, 0.2% active. Potency, µM (series often up to 53.9 µM), without a hit: at the highest dose GFP activation, most hits filed as activators. AID 1865; further: potency means the concentration at half of the fitted maximal effect; % of control where 0% means no effect; nearly all actives have a fitted effect of over 60% in size
#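 Murine LDR cells bearing a silenced CMV-driven GFP reporter were exposed to compound for 30 h at 37 C. After PBS washes, GFP-positive cells (20-120 um objects) counted by laser-scanning microplate cytometry.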
# GLA spleen mod = alpha-galactosidase A (human) modulation | AID 2107 | 240,000 tested, 0.008% active | Potency, µM (series often up to 80 µM), for inactives: at the highest dose activity change, negative = inhibition, hits mostly inhibitors | human spleen homogenate, 4MU-alpha-Gal fluorescence, 40 min | P06280;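 further: potency means the concentration at half of the fitted maximal effect; 0% = enzyme with vehicle and -100% = no enzyme basal signal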
# Target sequence (P06280 32-429 limits assumed): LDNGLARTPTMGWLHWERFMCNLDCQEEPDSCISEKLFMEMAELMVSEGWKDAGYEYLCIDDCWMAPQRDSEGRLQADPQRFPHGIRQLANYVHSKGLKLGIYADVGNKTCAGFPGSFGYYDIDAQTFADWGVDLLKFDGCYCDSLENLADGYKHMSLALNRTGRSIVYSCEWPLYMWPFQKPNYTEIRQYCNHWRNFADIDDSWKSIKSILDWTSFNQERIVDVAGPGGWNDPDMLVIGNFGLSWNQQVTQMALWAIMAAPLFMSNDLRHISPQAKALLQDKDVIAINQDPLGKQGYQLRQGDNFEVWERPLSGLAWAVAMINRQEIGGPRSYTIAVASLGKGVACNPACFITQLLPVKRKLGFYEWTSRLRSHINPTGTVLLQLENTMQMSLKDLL
#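 Human spleen homogenate (1 ug) as enzyme source, 4-methylumbelliferyl-alpha-D-galactopyranoside 1 mM final, citrate/phosphate pH 5.0 with 0.01% Tween-20. Compounds 40 min at 37C, NaOH/glycine stop; fluorescence Ex 365/Em 440, Hill-fit AC50.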
# Starred values were filed as active, the others as inactive; ? = inconclusive; / = not tested or not shown; [ ] = dose if it differs, or a comment. Unless noted, the call rests on the fitted dose curve; in most records, active means well fitted curve in the direction sought with a large enough effect; inconclusive means small, poorly fitted or top-dose-only effect, or another doubt; inactive means no such curve, though single readings can be large; an effect the other way counts as inactive or inconclusive. This is a subset. The share of hits here may be higher or lower than overall.
structure	TRb SRC2 PPI	NPSR antagonist	Tau fibril FP	Tau fluor counter	Epigenetic reg	TexasRed fluor	CBFb-RUNX1 inh	GLA spleen mod
CCOc1cc(/C=N\NC(=O)c2ccc(C)nc2)cc([N+](=O)[O-])c1O	-2%	?	-6%	-14%	-0.9%	-13%	7%	-3%
Clc1ccc2c(NNc3ccccc3Cl)ccnc2c1	-3%	6%[46.1 µM]	?	-6%	-1.0%	-2%	-23%	9%
Cc1ccc2nc(SCC(=O)Nc3c(C)n(C)n(-c4ccccc4)c3=O)[nH]c2c1	0%	-9%[46.1 µM]	-4%	-8%	-1.0%	-1%	7%	3%
COC(=O)Cn1cnc2c(C#N)c3n(c2c1=O)CCCC3	-7%	?	-3%	1%	0.7%	-6%	4%	7%
CCOc1cc(CNCCCN2CCOCC2)ccc1OCC(=O)Nc1cccc2ccccc12	-9%	-5%[46.1 µM]	4%	-5%	-0.9%	-1%	-1%	1%
Cc1ccc(CNc2ccc(S(=O)(=O)N3CCOCC3)cc2[N+](=O)[O-])cc1	3%	6%	14%	-26%	-1.0%	-2%	?	2%
COc1ccc(C(=O)CSc2nc3ccccc3n2CC(=O)NC(C)(C)C)cc1	-5%	-9%[46.1 µM]	-4%	-14%	0.6%	0%	-3%	-2%
COC(=O)CCSc1nccn1Cc1ccccc1	-2%	-18%[46.1 µM]	2%	-1%	-0.7%	-3%	4%	-1%
O=C(NC(c1ccccc1)c1ccccc1)c1ccc(Br)o1	-5%	-21%[46.1 µM]	-4%	-7%	2.2%	-5%	0%	8%
CCCCCCCC1=Cc2ccc(F)cc2C(C(C(=O)OC)C(=O)OC)N1C(=O)OC (stereo not given)	0%	/	1%	-6%	-0.3%	-1%	0%	-21%
Cc1c(Cl)cccc1NC(=O)CCCN1C(=O)CCC1=O	-9%	-1%[46.1 µM]	-10%	-15%	4.4%	0%	4%	-16%
O=C(NCc1cccnc1)c1ccc2c(c1)N(Cc1ccccc1)CCS2	1%	44%	8%	?	5.1%	-3%	-9%	26%

structure	TRb SRC2 PPI	NPSR antagonist	Tau fibril FP	Tau fluor counter	Epigenetic reg	TexasRed fluor	CBFb-RUNX1 inh	GLA spleen mod
O=C(NN=C1CCN(Cc2ccccc2)CC1)c1ccccc1O	3%	5%	-3%	-21%	-0.4%	-6%	-18%	-18%
CCCCN(C(=O)c1ccc(S(=O)(=O)N(C)C)cc1)c1ccccc1	1%	-28%	1%	-18%	-3.1%	-9%	10%	5%
O=C(CSc1nc(-c2ccco2)cc(C(F)(F)F)n1)N1CCN(c2cccc(Cl)c2)CC1	-1%	?	-1%	-21%	-1.0%	-7%	2%	1%
O=C(O)COc1ccccc1C1C2C(=O)N(c3ccccc3)C(=O)C2ON1c1ccccc1 (stereo not given)	8%	2%[46.1 µM]	-2%	-11%	1.3%	3%	2%	5%
CCN1C(=O)[C@H]2[C@H]3[C@H](O)[C@H](O)C/C(=N/OC[C@@H](O)[C@H]4O[C@H]5OC(C)(C)O[C@H]5[C@@H]4O)[C@@H]3CC[C@@H]2C1=O	0%[11.2 µM]	/	-7%[11.6 µM]	-15%[11.6 µM]	1.1%[10.1 µM]	-3%[11.2 µM]	-2%[13.1 µM]	-11%[17.5 µM]
O=S(=O)(NCc1ccccc1F)c1cccc(S(=O)(=O)N2CCOCC2)c1	3%	-10%	8%[2.34 µM]	20%[2.34 µM]	-0.1%	3%	7%	3%
Cc1cccc(-c2nc3ccccc3c3nncn23)c1	1%	-1%[46.1 µM]	-8%	-3%	-2.7%	3%	5%	5%
CN1CCC(Oc2ccccc2Sc2ccccc2)CC1	-5%	7%	-2%	4%	0.1%	3%	0%	4%
CC1(C)Cc2nc3scc(NC(=O)c4ccccc4)c3cc2CO1	-2%	-20%	-5%	-19%	1.2%	2%	2%	12%
O=C1C2CCCN2C(=O)N1CCCCN1CCN(c2ccccc2)CC1 (stereo not given)	10%	16%	6%	8%	?	-4%	4%	-3%
O=C(CCCN1C(=O)c2cccc3cccc(c23)C1=O)NCc1cccs1	4%	5%	?	-10%	-0.4%	-3%	17%	3%
Cn1nnnc1SCc1nc2scc(-c3ccc(Cl)cc3)c2c(=O)[nH]1	-2%	0%	-8%	?	?	1%	6%	3%

structure	TRb SRC2 PPI	NPSR antagonist	Tau fibril FP	Tau fluor counter	Epigenetic reg	TexasRed fluor	CBFb-RUNX1 inh	GLA spleen mod
CCc1ccc(NCc2cccn2-c2nnc(N3CCCCCC3)s2)cc1	-8%	/	14%	?	0.0%	?	/	/
C[C@]12CC[C@@H]3c4ccc(OS(=O)(=O)O)cc4CC[C@H]3[C@@H]1CCC2=O	7%	3%	2%	-2%	1.1%	-5%	2%	-16%
Cc1ccc(NS(=O)(=O)c2ccc3[nH]c4c(c3c2)CCCCCC4)cc1Cl	1%	/	-9%	7.1µM*[quencher]	0.0%	-4%	/	/
COc1ccc(CC(=O)NNC(=O)c2cccs2)cc1	0%	8%	8%	-1%	-0.9%	0%	3%	-1%
C/C(=N\NC(=O)CSc1nc2ccccc2[nH]1)c1ccncc1	3%	6%	-8%	-8%	-0.1%	-4%	-10%	-2%
O=C(Cc1ccc(Cl)cc1)Nc1ccccc1CO	-2%	-13%[46.1 µM]	1%	-7%	-0.9%	-1%	0%	1%
COc1ccc(/C=N/Nc2nnc(-c3ncc[nH]3)c3ccccc23)cc1	10%	-8%[46.1 µM]	6%	-21%	0.9%	-5%	-11%	-1%
CCOC(=O)c1ccc(NC(=O)C2CCCN(c3ccc(Sc4ccc(C)cc4)nn3)C2)cc1 (stereo not given)	3%	/	-8%	-25%	-0.9%	?	/	/
Cc1nnc(SCc2cnc(-c3ccc(C(C)C)cc3)s2)n1C	7%	-10%[46.1 µM]	0%	4%	-1.0%	1%	3%	-2%
C=CCOC(=O)C1=C[C@H](c2ccc(Br)cc2)[C@@H](CCCO)[C@H](OCC)O1	-3%	?	9%	-6%	-2.0%	-2%	1%	-3%
CCOC(=O)C1CCN(C(=S)Nc2ccc(Cl)cc2C)CC1	-6%	-7%	1%	-5%	0.9%	-1%	10%	-1%
C=CCn1cnc2scc(-c3ccc(C)cc3)c2c1=O	6%	27%[46.1 µM]	3%	-9%	-1.0%	0%	3%	12%

structure	TRb SRC2 PPI	NPSR antagonist	Tau fibril FP	Tau fluor counter	Epigenetic reg	TexasRed fluor	CBFb-RUNX1 inh	GLA spleen mod
Cc1ccc(CNC(=O)c2cc(NS(=O)(=O)c3ccc(C)cc3)ccn2)cc1	11%	/	-1%	-16%	2.1%	-12%	/	/
Cc1cccc(C)c1NC(=O)c1cc(S(=O)(=O)N2CCc3ccccc3C2)ccc1F	-6%	/	-3%	-10%	0.3%	-2%	/	/
CC(=O)N1CSCC1C(=O)N1CCN(c2ccc(N3CCOCC3)nn2)CC1 (stereo not given)	-17%	9%[46.1 µM]	-6%	-4%	0.8%	2%	6%	5%
CC(C)(C)c1cc(C(=O)NNC(=O)c2ccc(C(F)(F)F)cc2)no1	5%	-7%	-8%	4%	-0.2%	-4%	5%	-2%
Cc1ccc(S(=O)(=O)N(C)C)cc1NC(=O)COC(=O)c1ccc(Cl)cc1	-5%	-1%	-2%	-10%	3.4%	-3%	3%	-6%
COc1cccc(NC(=O)C2=C(C)C(=O)OC23CCN(C(C)=O)CC3)c1	-9%	/	4%	3%	-2.5%	?	/	/
O=[N+]([O-])c1ccc(NCCNS(=O)(=O)c2ccccc2)cc1	-2%	18%	-2%	-3%	3.2%	0%	0%	-8%
COc1cc(NS(=O)(=O)c2ccc3oc(=O)c4ncn(C)c4c3c2)cc(OC)c1	-1%	/	-8%	-3%	2.2%	0%	/	/
COc1ccc(/C=C(\C#N)C(=O)OC2CCOC2=O)cc1 (stereo not given)	14%	-3%	-1%	-1%	-1.6%	11%	-3%	-1%
Cc1ccc(NC(=O)CCC(=O)N2Cc3ccccc3Oc3ncccc32)c(C)c1	-1%	/	-3%	-4%	-1.3%	-1%	/	/
CCOc1ccc(CN(C(=O)c2ccco2)C2CCS(=O)(=O)C2)cc1 (stereo not given)	0%	10%[46.1 µM]	-7%	-9%	-2.1%	0%	9%	5%
CCOc1ccc(-n2c(=O)[nH]cc(C(=O)Nc3ccc(OC)c(OC)c3)c2=O)cc1	-4%	-10%	-2%	-4%	2.6%	-4%	-5%	-8%

structure	TRb SRC2 PPI	NPSR antagonist	Tau fibril FP	Tau fluor counter	Epigenetic reg	TexasRed fluor	CBFb-RUNX1 inh	GLA spleen mod
COc1ccc2c(CC(=O)OCC(=O)Nc3ccc4c(c3)OCO4)coc2c1	5%	-1%[46.1 µM]	1%	-28%	-1.0%	-4%	-3%	12%
N#Cc1nc(-c2ccccc2F)oc1NCCN1CCOCC1	-5%	-6%[46.1 µM]	-6%	-6%	-3.0%	-1%	2%	-2%
COc1cc(Cl)c(NC(=O)CCS(=O)(=O)c2cc3c(cc2Cl)NC(=O)CO3)c(OC)c1	3%	/	-1%	-6%	-1.2%	9%	/	/
C/C(=N\O)c1ccn(S(=O)(=O)c2ccc(Cl)cc2)c1	-5%	5%	-6%	-27%	0.0%	0%	7%	5%
CC(C)(C)[C@@H](O)C(Cc1ccc(Cl)cc1)n1cncn1 (stereo not given in full)	-2%	/	/	/	/	0%	10%	5%
CCc1ccc(-n2nc(C)c3c(C)cc(=O)n(CC(=O)NCc4ccc(C)cc4)c32)cc1	-9%	/	-3%	3%	12%	0%	/	/
O=C(Cc1ccc(Cl)cc1)Nc1cccc2ncccc12	7%	-1%	3%	4%	-4.6%	0%	-6%	1%
CC(C)c1nc(C(=O)N2CCCC(CCC(=O)N(C)CCc3ccccn3)C2)cs1 (stereo not given)	-6%[53 µM]	-3%	-4%	-7%	7.8%	0%[53 µM]	6%	-2%
O=C(N/N=C/c1ccco1)C1CC1(c1ccccc1)c1ccccc1 (stereo not given)	5%	?	-2%	-15%	-0.9%	-2%	-27%	-8%
Oc1ccccc1-c1nc(-c2cccs2)c(-c2cccs2)[nH]1	4%	/	?	4.5µM*[quencher]	-2.6%	-2%	/	/
